Source: PubChem
STAT3 blocker – IL-6 driven STAT3 reporter inhibitors, primary screen, U3A cells, luciferase, luminescence, MLSCN library; IL-6 STAT3-luciferase reporter; host cell line lacks STAT1; inhibition, % at 5.5 µM; 190,000 compounds, 0.89% hits; AID 862, 2007;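 active = inhibition above the mean inhibition across all screened compounds plus 3 SD, cut at about 44% in these data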;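 note: 0% = DMSO only wells and 100% = 100 µM nifuroxazide control wells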
STAT3 act – IL-6 driven STAT3 reporter potentiators, primary screen, U3A cells, luciferase, luminescence, MLSCN library; activation (% of control), % at 5.6 µM; IL-6 STAT3-luciferase reporter; 100% = signal with IL-6 EC80 alone; 190,000 compounds, 0.91% hits;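 active = activation above the screen-wide mean of compound activation plus 3 SD, cut at about 130% in these data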;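 note: 0% = background luminescence of wells with medium and substrate only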
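Material: human U3A cells carrying STAT3-luciferase construct. Measured by: reporter luminescence signal. Timing: compound 1 h, then IL-6 6 h at 37 °C.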
TLR4 MyD88 comp – inhibitors of TLR4-MyD88 association in cells, primary screen, cell-based, HeLa CL3-4, BLA complementation, FRET ratio; 200,000 compounds, 0.18% hits; inhibition, % at 8.4 µM; HeLa CL3-4 TLR4/MyD88 BLA complementation; Toll-like receptor 4 (Homo sapiens) + Myeloid differentiation primary response protein …; in the data active = inhibition above about 25%;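 note: 0% = vehicle and 100% = reference inhibitor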
Target sequence (O00206 whole entry, looked up): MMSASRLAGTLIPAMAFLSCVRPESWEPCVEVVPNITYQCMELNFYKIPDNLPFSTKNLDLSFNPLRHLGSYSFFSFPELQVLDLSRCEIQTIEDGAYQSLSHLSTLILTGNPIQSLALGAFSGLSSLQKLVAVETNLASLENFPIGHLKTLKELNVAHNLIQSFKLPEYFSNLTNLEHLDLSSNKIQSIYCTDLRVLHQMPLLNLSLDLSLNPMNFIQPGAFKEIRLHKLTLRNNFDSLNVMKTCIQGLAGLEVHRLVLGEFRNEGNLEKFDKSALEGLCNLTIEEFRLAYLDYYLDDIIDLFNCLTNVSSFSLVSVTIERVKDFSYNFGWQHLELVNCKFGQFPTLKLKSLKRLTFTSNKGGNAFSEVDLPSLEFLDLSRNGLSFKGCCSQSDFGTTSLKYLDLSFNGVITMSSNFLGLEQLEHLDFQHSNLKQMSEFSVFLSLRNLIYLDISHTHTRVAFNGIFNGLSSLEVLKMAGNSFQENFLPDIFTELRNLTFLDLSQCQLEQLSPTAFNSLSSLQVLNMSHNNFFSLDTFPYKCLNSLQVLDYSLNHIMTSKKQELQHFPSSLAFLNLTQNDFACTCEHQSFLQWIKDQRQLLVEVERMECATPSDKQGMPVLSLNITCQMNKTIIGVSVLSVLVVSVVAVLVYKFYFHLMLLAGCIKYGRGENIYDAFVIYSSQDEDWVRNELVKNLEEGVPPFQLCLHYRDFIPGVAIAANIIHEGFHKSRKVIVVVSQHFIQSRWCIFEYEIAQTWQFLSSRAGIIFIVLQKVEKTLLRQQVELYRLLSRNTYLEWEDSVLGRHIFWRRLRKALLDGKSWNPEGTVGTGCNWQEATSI
Target sequence (Q99836 whole entry, looked up): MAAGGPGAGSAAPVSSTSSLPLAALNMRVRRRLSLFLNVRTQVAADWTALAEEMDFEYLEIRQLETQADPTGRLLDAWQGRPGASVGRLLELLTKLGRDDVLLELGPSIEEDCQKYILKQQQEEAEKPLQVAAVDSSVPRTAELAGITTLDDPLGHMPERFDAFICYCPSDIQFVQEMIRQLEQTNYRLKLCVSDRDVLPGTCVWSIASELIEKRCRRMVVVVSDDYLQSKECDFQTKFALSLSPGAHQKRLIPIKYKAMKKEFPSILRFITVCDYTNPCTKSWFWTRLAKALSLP
STAT1 act – STAT1 signaling activators, primary screen, cell-based, HTS, luciferase reporter; NIH 3T3 STAT1-luciferase reporter, IFN-gamma, luminescence; 100% = IFN-gamma alone, no compound; activation (% of control), % at 5.5 µM; 200,000 compounds, 2.6% hits; AID 932, 2007;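 active = activation above the screen-wide mean activation plus 3 SD, cut at about 130% in these data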;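 note: raw ratio to IFN-gamma control signal so 100% means no change and 0% no light; values of inactives mirror those of a sister screen read the other way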
G6PDH counter – L. mesenteroides G6PDH inhibitors, counter-screen for G6PDH-coupled screening assays, biochemical, Leuconostoc mesenteroides enzyme. 200,000 compounds, 0.12% hits. Purified L. mesenteroides G6PDH, diaphorase/resazurin coupled fluorescence, 45 min. glucose-6-phosphate dehydrogenase [Leuconostoc mesenteroides]. inhibition, % at 5 µM. AID 1020, 2008; in the data active = inhibition above about 50%
STAT1 inh – STAT1 signaling inhibitors, primary screen, cell-based, HTS, luciferase reporter. NIH 3T3 STAT1-luciferase reporter, IFN-gamma, luminescence. inhibition, % at 5.5 µM. 200,000 compounds, 0.35% hits. AID 920, 2007;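 active = inhibition above a set limit, the mean inhibition across all tested compounds plus 3 SD, cut at about 34% in these data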;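 note: 0% = IFN-gamma with DMSO and 100% = IFN-gamma with 300 µM nifuroxazide; values of inactives mirror those of a sister screen read the other way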
Diaph inh CS – diaphorase inhibitors and chemical oxidizers, primary screen, counter-screen for diaphorase-coupled primary assays, biochemical, uHTS, resorufin fluorescence. diaphorase resazurin-to-resorufin fluorescence, NADH, 16 min; bacterial (C. kluyveri) enzyme, not human. inhibition, % at 20 µM. 190,000 compounds, 0.69% hits. AID 1217, 2008;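 active = primary screen inhibition at 20 µM above a set limit, cut at about 50% in these data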;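 note: plate controls were DMSO with full reaction for no effect and wells lacking NADH for full effect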
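Assay system: diaphorase enzyme from Clostridium kluyveri. Quantity: enzyme working solution with 0.14 U/mL diaphorase. Schedule: reaction incubation of 16 min at room temperature. Technique: resorufin fluorescence, excitation 544 nm, emission 590 nm. Controls: No-NADH positive control and DMSO neutral control.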
Hsp70 activator – Hsp70 transcriptional activators, primary screen, cell-based, HeLa, Hsp70 promoter luciferase, luminescence, 10 µM; HeLa Hsp70 promoter luciferase reporter; scaled: vehicle 0, proteasome-inhibitor control 100%; activation, % at 10 µM; 200,000 compounds, 0.04% hits; AID 1203, 2008;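 active = activation above the mean across all tested compounds plus 3 SD, cutoff set per campaign, cut at about 5.5% in these data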;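 note: 100% = MG132 at 30 µM as the positive control and 0% = DMSO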
Diaph act CS – compounds boosting diaphorase resazurin reduction – biochemical, uHTS, resorufin fluorescence, counter-screen for diaphorase-coupled primary assays, primary screen; 190,000 compounds, 0.005% hits; AID 1229, 2008; activation factor at 20 µM; Diaphorase/resazurin coupled assay, 16 min; stronger effect = higher value; 1 = vehicle wells, 0 = NADH-free wells;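 active = diaphorase activity raised at least twofold by the compound at 20 µM; inactive = activation factor below 2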
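Test system: Clostridium kluyveri diaphorase, purified enzyme. Buffer or medium: 50 mM HEPES pH 7.4 buffer plus MgCl2 and Tween 20. Also added: 0.114 mM NADH and 0.1 mM resazurin, final amounts. Dosing: compound 20 µM once, DMSO 1%. Schedule: 16 min enzyme reaction, ambient temperature. Detection: fluorescence of resorufin, 544 nm excitation, 590 nm emission.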
APP 5UTR inh – inhibitors of APP translation via 5'UTR reporter, primary screen, APP 5'UTR luciferase, SH-SY5Y cells | SH-SY5Y APP 5'UTR-luciferase reporter, luminescence | inhibition, % at 2 µM | 190,000 compounds, 0.82% hits;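 active = inhibition above a set limit, derived from the sample mean plus 3 SD, cut at about 45% in these data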; note: values of inactives mirror those of a sister screen read the other way
An asterisk follows results filed as active; · = not tested or not shown. Random draw from the library; 6.1% or so of the library scored in one or more.

Below each compound – STAT3 blocker | STAT3 act | TLR4 MyD88 comp | STAT1 act | G6PDH counter | STAT1 inh | Diaph inh CS | Hsp70 activator | Diaph act CS | APP 5UTR inh
[1] COC(=O)c1cc(OC)ccc1-c1ccc(OC)cc1
→ -1 | 104 | 0 | 104 | 1 | -4 | 5 | -0.2 | 1 | -14
[2] c1ccc2c(c1)nnn2Cc1nnc2sc(-c3ccc4c(c3)OCCO4)nn12
→ 8 | 98 | -3 | 98 | -18 | 2 | 13 | -0.2 | 0.9 | -15
[3] CCOP(=O)(OCC)C(Nc1ccc([N+](=O)[O-])cc1)c1ccc(Cl)cc1 (centres undefined)
→ -3 | 109 | -3 | 99 | 2 | 1 | 13 | -0.1 | 0.9 | 44
[4] Cc1ccc(N2C(=O)CC(Sc3ccccc3C(=O)O)C2=O)c([N+](=O)[O-])c1 (centres undefined)
→ 14 | 96 | -16 | 96 | 8 | 4 | 26 | -0.3 | 0.7 | -23
[5] CCOC(=O)c1nnn(-c2nonc2N)c1CN(C)C1CCCCC1
→ -5 | 105 | 7 | 102 | 4 | -2 | 19 | 0.0 | 0.8 | 5
[6] Clc1ccc2nc(N3CCN(c4ccccc4)CC3)sc2c1
→ 5 | 98 | -12 | 137* | -3 | -40 | 12 | 0.2 | 0.9 | -27
[7] Oc1ccc(N2CCN(C(c3cccnc3)c3nnnn3Cc3ccccc3)CC2)cc1 (centres undefined)
→ 11 | 93 | 7 | 76 | -16 | 26 | 22 | 0.1 | 0.8 | 0
[8] COc1ccc(OCC(N)=O)cc1
→ 11 | 95 | 4 | 102 | 5 | -4 | 4 | -0.3 | 1 | 15
[9] Cc1ccc2c(n1)sc1c(N)ncnc12
→ 27 | 78 | -3 | 106 | -3 | -7 | 12 | -0.1 | 0.9 | 7
[10] Cc1oc(-c2ccccc2)nc1Cn1cccc1C1=NC(c2ccccc2)CO1 (centres undefined)
→ 12 | 93 | -5 | 102 | 7 | -2 | 19 | 0.1 | 0.8 | -4

Next records
Below each compound – STAT3 blocker | STAT3 act | TLR4 MyD88 comp | STAT1 act | G6PDH counter | STAT1 inh | Diaph inh CS | Hsp70 activator | Diaph act CS | APP 5UTR inh
[11] COc1cc(CNCC(C)C)cc(Br)c1OCC(=O)Nc1ccccc1
→ -5 | 105 | -11 | 100 | 1 | 0 | 9 | 0.0 | 0.9 | 20
[12] Cc1nn(-c2ncc(C(F)(F)F)cc2Cl)c(=O)n1-c1ccccc1Cl
→ 3 | 98 | 7 | 101 | 15 | -2 | 14 | 0.2 | 0.9 | 19
[13] COC(=O)c1ccccc1COn1c(=O)c[n+]([O-])c2ccccc21
→ 4 | 100 | 6 | 92 | 12 | 8 | 11 | -0.3 | 0.9 | -3
[14] Cc1c(NC(=O)CSc2nnc(-c3cccc(Cl)c3)o2)c(=O)n(-c2ccccc2)n1C
→ 10 | 94 | 29* | 93 | -11 | 7 | 15 | -0.3 | 0.9 | 10
[15] CC1=CC(=C(C#N)c2nc3ccccc3s2)C=C(C)N1CC1CCCO1 (centres undefined)
→ 0 | 106 | 3 | 128 | 4 | -31 | 24 | 0.0 | 0.8 | -7
[16] COc1cc(-c2n[nH]c(=S)n2-c2cc(C(F)(F)F)ccc2Cl)cc(OC)c1OC
→ 5 | 99 | 3 | 89 | 4 | 12 | 18 | -0.3 | 0.8 | 4
[17] CC(C)N(CCNC(=O)C1CCC(=O)N1Cc1ccc(F)cc1)Cc1ccccc1 (centres undefined)
→ 8 | 98 | -4 | 104 | 2 | -4 | 5 | -0.4 | 0.9 | ·
[18] Cc1cccc2sc(NNC(=O)c3cc(-c4cccs4)nc4ccccc34)nc12
→ -25 | 121 | -2 | 89 | 10 | 12 | 0 | 0.1 | 1 | 16
[19] CCCCCn1nc(C)c(/C=N/NC(=O)c2ccoc2C)c1C
→ 0 | 101 | -12 | 119 | 6 | -20 | 2 | 0.1 | 1 | -59
[20] COc1ccc(N2CCN(C(C)C(=O)N3CCCC3)CC2)cc1 (centres undefined)
→ 4 | 101 | 5 | 98 | 6 | 2 | 13 | 0.0 | 0.9 | -22

Compound profiles, as listed above. Order of screens: STAT3 blocker | STAT3 act | TLR4 MyD88 comp | STAT1 act | G6PDH counter | STAT1 inh | Diaph inh CS | Hsp70 activator | Diaph act CS | APP 5UTR inh
Profile of CCCCCn1nc(C)c(/C=N/NC(=O)c2ccoc2C)c1C → 0 | 101 | -12 | 119 | 6 | -20 | 2 | 0.1 | 1 | -59
Profile of c1ccc2c(c1)nnn2Cc1nnc2sc(-c3ccc4c(c3)OCCO4)nn12 → 8 | 98 | -3 | 98 | -18 | 2 | 13 | -0.2 | 0.9 | -15
Profile of COC(=O)c1ccccc1COn1c(=O)c[n+]([O-])c2ccccc21 → 4 | 100 | 6 | 92 | 12 | 8 | 11 | -0.3 | 0.9 | -3
Profile of COc1ccc(OCC(N)=O)cc1 → 11 | 95 | 4 | 102 | 5 | -4 | 4 | -0.3 | 1 | 15

Screen by screen, from the results shown:
Hsp70 activator for entries 16–20 → -0.3, -0.4, 0.1, 0.1, 0.0
STAT3 act for entries 16–20 → 99, 98, 121, 101, 101
Diaph act CS for entries 16–20 → 0.8, 0.9, 1, 1, 0.9

Other results:
Below each compound – STAT3 blocker | STAT3 act | TLR4 MyD88 comp | STAT1 act | G6PDH counter | STAT1 inh | Diaph inh CS | Hsp70 activator | Diaph act CS | APP 5UTR inh
[21] COc1ccc2c(c1)-c1nc(NC(=O)c3cccs3)sc1CC2
→ 13 | 95 | -12 | 106 | 10 | -7 | 40 | 0.1 | 0.6 | -38
[22] N/C(=N/O)C(c1ccccc1)c1ccccc1
→ 22 | 84 | 10 | 105 | -1 | -6 | -9 | -0.3 | 1.1 | -6
[23] Cc1nn(C)c(Cl)c1C(=O)NCC(=O)Nc1ccc(C(C)C)cc1
→ 2 | 100 | -3 | 100 | 2 | -1 | -10 | -0.2 | 1.1 | -10
[24] Cc1cc(C)c(NC(=O)COC(=O)/C=C/c2cccc(C(F)(F)F)c2)c(C)c1
→ -12 | 111 | 0 | 103 | -4 | -4 | -14 | -0.2 | 1.1 | -3
[25] CC(=O)N1CC2(NC(=O)c3ccccc3N2)c2ccccc21 (centres undefined)
→ · | · | -14 | 98 | 8 | 1 | 13 | -0.2 | 0.9 | -8
[26] COc1ccc(C2OC(=O)CC2C(=O)NC(C)C)cc1 (centres undefined)
→ 13 | 93 | -17 | 98 | 5 | 2 | 22 | -0.2 | 0.8 | -12
[27] Cc1onc(-c2ccccc2)c1-c1n[nH]c(=S)n1-c1ccccc1Cl
→ 10 | 95 | 7 | 100 | 2 | 0 | 14 | -0.3 | 0.9 | 9
[28] COC(=O)c1sc(N)c(C(=O)OC)c1COC(=O)CNS(=O)(=O)c1ccc(C)cc1
→ -1 | 98 | -7 | 101 | -1 | -1 | 9 | -0.4 | 0.9 | 1
[29] c1ccc(-c2ccccc2OCCCN2CCOCC2)cc1
→ 10 | 96 | 12 | 108 | 8 | -9 | 2 | -0.1 | 1 | -21
[30] CCCCC(=O)Nc1cccc(NC(=O)c2ccc(Br)o2)c1
→ 17 | 88 | 6 | 96 | 12 | 5 | 5 | 0.1 | 0.9 | 3

(continued)
| entry | Molecule | STAT3 blocker | STAT3 act | TLR4 MyD88 comp | STAT1 act | G6PDH counter | STAT1 inh | Diaph inh CS | Hsp70 activator | Diaph act CS | APP 5UTR inh |
| --- | --- | --- | --- | --- | --- | --- | --- | --- | --- | --- | --- |
| 31 | CC(=O)Nc1c(O)nc(SCC(=O)Nc2nnc(SCc3ccccc3)s2)[nH]c1=O | 6 | 96 | -5 | 107 | 7 | -9 | -3 | 0.3 | 1 | -2 |
| 32 | O=C(c1ccc(Cl)cc1)c1nnc(-c2ccncc2)o1 | 7 | 98 | -9 | 104 | 4 | -3 | -17 | 0.1 | 1.2 | -12 |
| 33 | COc1ccc(OC)c(NC(=O)COC(=O)Cc2ccc(-c3ccccc3)cc2)c1 | 0 | 99 | -8 | 96 | -15 | 5 | 18 | -0.2 | 0.8 | 2 |
| 34 | NC(=O)COC(=O)Cc1coc2cc3c(cc12)CCC3 | 2 | 103 | 4 | 101 | 16 | -1 | -16 | -0.3 | 1.2 | 10 |
| 35 | COc1ccc(NC(=O)c2c(NC(=O)CNCc3ccco3)sc3c2CCC3)c(OC)c1 | 18 | 86 | -8 | 100 | -70 | -1 | 12 | -0.5 | 0.9 | -20 |
| 36 | COc1ccc(N2C(=O)[C@@H]3[C@H](C2=O)[C@H]2c4ccccc4C=CN2[C@@H]3C(C)=O)cc1 | -21 | 122 | -7 | 101 | 32 | -1 | 16 | 0.3 | 0.8 | 4 |
| 37 | CCOC(=O)c1cnc2c(C)c(Cl)ccc2c1Nc1ccc(S(=O)(=O)Nc2ncccn2)cc1 | 5 | 98 | -8 | 95 | -4 | 5 | 27 | 0.2 | 0.7 | 1 |
| 38 | O=C1CC(/C=C/c2ccccn2)=Nc2ccccc2N1 | 16 | 88 | 2 | 109 | 0 | -11 | 6 | 0.0 | 0.9 | -51 |
| 39 | O=C(CC(=O)N/N=C\c1ccc([N+](=O)[O-])cc1)NCCc1ccccc1 | 3 | 102 | 5 | 96 | 5 | 4 | 22 | -0.2 | 0.8 | -3 |
| 40 | CCOc1cc(C2NC(=O)NC(O)(C(F)(F)F)C2C(=O)c2ccccc2)ccc1OC (centres undefined) | -2 | 105 | 13 | 97 | 17 | 3 | 14 | -0.1 | 0.9 | -22 |
| 41 | O=C(Nc1ccc2c(c1)OCO2)c1noc2c1CCCCC2 | 34 | 74 | -13 | 142* | 2 | -46 | 12 | 0.0 | 0.9 | -178 |
| 42 | CC1(C)CC(=O)C=C(NCc2cccnc2)C1 | 5 | 102 | 7 | 106 | 4 | -6 | 14 | -0.3 | 0.9 | -14 |
| 43 | COC(=O)[C@H](Cc1ccccc1)NC(=O)N1CCC(C)CC1 | 5 | 96 | 0 | 101 | 6 | 1 | 6 | -0.1 | 0.9 | -4 |
